# GLP-1R inv ag: acts as inverse agonist at human GLP-1 receptor. HEK293 GLP-1R CRE-luciferase, luminescence, 24 h; GLP-1R form is constitutively active. 410,000 tested, 1.6% active. P43220. Potency, µM (titrated, usually from 38.3 µM), inactives show at the highest dose activity change, negative = inhibition, actives largely listed as inhibitors; note: potency is the fitted concentration of half-maximal effect; % is set by controls: 0 for no effect and ±100 for the full control effect; nearly all actives have a fitted effect of over 55% in size
# Target sequence (P43220 whole entry, looked up): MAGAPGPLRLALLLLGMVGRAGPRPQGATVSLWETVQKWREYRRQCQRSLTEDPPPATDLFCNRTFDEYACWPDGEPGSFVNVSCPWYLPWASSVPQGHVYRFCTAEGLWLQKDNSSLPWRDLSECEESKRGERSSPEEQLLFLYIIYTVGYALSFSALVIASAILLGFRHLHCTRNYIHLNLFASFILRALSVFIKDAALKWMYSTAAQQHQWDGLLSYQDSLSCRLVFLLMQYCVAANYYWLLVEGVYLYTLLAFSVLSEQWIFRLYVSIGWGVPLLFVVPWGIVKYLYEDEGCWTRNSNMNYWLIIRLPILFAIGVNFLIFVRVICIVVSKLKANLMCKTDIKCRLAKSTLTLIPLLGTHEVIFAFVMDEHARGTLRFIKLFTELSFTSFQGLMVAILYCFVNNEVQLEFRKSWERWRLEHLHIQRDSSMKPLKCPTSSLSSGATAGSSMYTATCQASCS
#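 Inverse agonists were sought by their lowering of basal cAMP reporter luciferase output in HEK293 cells stably carrying constitutively active human GLP-1R, after 24 h compound treatment.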
# HEK293 tox: cytotoxicity in counter-screen for GLP-1R inverse agonists | HEK293 cAMP-luciferase reporter cells, luminescence, 24 h | Potency, µM (titrated, usually from 38.3 µM), for the others: top-dose activity change, negative = inhibition, actives largely listed as inhibitors | 410,000 tested, 0.13% active;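 note: loss of luciferase light is scored as toxicity; potency is the fitted concentration of half-maximal effect; % is set by controls: 0 for no effect and ±100 for the full control effect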
#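 Quantitative HTS format, 1536 wells, 200 cells/uL seeded. Compounds: 23 nL, 24 h, 37 °C. Detection: luciferase reagent, luminescence at 12 min RT; decreased signal taken as cytotoxic.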
# MmCpn inh: M. maripaludis TRiC chaperonin inhibition; purified Mm-Cpn ATPase, ADP Transcreener TR-FRET; Potency, µM (titrated, usually from 76.9 µM), inactives show top-dose activity, negative = inhibition, usual class: inhibitors; 330,000 tested, 0.031% active; note: potency is the fitted concentration of half-maximal effect; % is set by controls: 0 for no effect and ±100 for the full control effect; nearly all actives have a fitted effect of over 80% in size
#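 25 nM Mm-CPN + cpd, 10 min 37°C; + 10 uM ATP, 30 min 37°C; buffer 30 mM Tris pH 7.4, 100 mM KCl, 5 mM MgCl2, 1 mM DTT; Transcreener ADP HTRF detection 30 min RT.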
# TDP-43 yeast inh: inhibitors of TDP-43 toxicity in yeast. TDP-43 expressing yeast growth rescue, BacTiter-Glo, 24 h. Potency, µM (titrated, usually from 46.1 µM), for the others: at the highest dose growth rescue (activation), most hits filed as activators. 410,000 tested, 1.8% active. AID 652104; note: potency is the fitted concentration of half-maximal effect; % of control where 0% means no effect; nearly all actives have a fitted effect of over 50% in size
#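 Yeast cells expressing TDP-43 under galactose induction are exposed to compounds for 24 hr at 30 deg C. BacTiter-Glo luminescence measures growth, so protective compounds score as activators.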
# PTHR1 agonist: activates the human parathyroid hormone receptor PTHR1; Q03431; HEK293 GP2 PTHR1 cells, GloSensor cAMP luminescence, 1 h; Potency, µM (doses to about 115 µM), inactives show at the top dose activation, actives largely listed as activators; 410,000 tested, 0.075% active; AID 743266; note: potency is the fitted concentration of half-maximal effect; nearly all actives have a fitted effect of over 55% in size; some results filed as inactive show a strong effect at the top dose; inactives centre near -15; many of its hits are not listed in these tables
# Target sequence (Q03431 whole entry, looked up): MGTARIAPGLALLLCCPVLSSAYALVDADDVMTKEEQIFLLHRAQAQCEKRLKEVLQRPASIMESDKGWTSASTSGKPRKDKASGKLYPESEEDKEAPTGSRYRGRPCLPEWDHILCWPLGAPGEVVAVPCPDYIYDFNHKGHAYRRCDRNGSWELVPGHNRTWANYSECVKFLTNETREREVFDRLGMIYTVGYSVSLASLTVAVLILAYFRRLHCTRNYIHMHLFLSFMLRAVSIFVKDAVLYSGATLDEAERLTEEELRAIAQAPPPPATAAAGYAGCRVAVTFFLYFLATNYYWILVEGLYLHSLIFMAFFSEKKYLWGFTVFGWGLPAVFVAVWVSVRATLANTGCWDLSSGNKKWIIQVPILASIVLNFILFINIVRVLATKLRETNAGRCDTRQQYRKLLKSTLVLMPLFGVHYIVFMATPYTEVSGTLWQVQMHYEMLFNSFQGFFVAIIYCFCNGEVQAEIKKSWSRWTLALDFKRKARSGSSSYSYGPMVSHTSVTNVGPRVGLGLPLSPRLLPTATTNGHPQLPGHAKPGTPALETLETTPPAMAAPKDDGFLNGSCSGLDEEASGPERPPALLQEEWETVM
#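 HEK-293-derived GP2 cells expressing PTHR1 and a GloSensor cAMP reporter, 3,000/well, plated overnight, given luciferin plus IBMX (each 0.5 mM as added) for 1 h at 37 °C, then compound for 1 h at 37 °C. Luminescence was read after 15 min at room temperature.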
# Akt phos inh: inhibitors of Akt phosphorylation; Neuro2A IGF-stimulated pAkt S473 HTRF, 20 min; hits give low values; activity change, % for hits at 50 µM; 360,000 tested, 0.32% active; in the data active = activity change below about -80%; inconclusive = mostly about -51% to -80%; note: % is set by controls: 0 for no effect and ±100 for the full control effect
#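 Neuro2A cells (4,500/well, DMEM with 0.5% FBS) were treated with compound at a single 50 µM final concentration, stimulated with 6 nM IGF for 20 min at 37 °C, and lysed. Phospho-Akt Ser473 was read by HTRF as 665/615 ratio ×10^4.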
# FUS yeast rescue: rescues growth of FUS-expressing yeast; Potency, µM (series often up to 76.6 µM), inactives show at the highest dose growth rescue (activation), most hits filed as activators; 390,000 tested, 0.24% active; S. cerevisiae FUS-expressing, growth rescue, OD600, 24 h; AID 1347120;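 note: potency is the fitted concentration of half-maximal effect; plate controls were DMSO vehicle for no effect and reference control for full effect; nearly all actives have a fitted effect of over 55% in size; some results filed as inactive show a strong effect at the top dose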
#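 Read-out: OD at 600 nm after 24hr at 30C, reporting rescue of FUS-induced yeast toxicity. Cells at OD 0.005 in galactose (2%) minimal medium; compounds tested in a dilution series; CP55940 titration from 92uM final as control.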
# Abeta rescue: restores growth of yeast expressing A-beta42 peptide; yeast expressing A-beta42, growth rescue, OD600, 48 h; response scale: 0% DMSO, 100% iron-clioquinol control; 410,000 tested, 0.063% active; Potency, µM (doses to about 46.1 µM), for inactives: at the highest dose growth rescue, hits mostly activators; AID 1347071; note: potency is the fitted concentration of half-maximal effect; nearly all actives have a fitted effect of over 55% in size
#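 Yeast growth medium received pinned compounds, then yeast cells expressing toxic A-beta were added; plates incubated at 30 C for 48 hr. Growth read as absorbance at 600 nm, normalized to DMSO and equimolar FeCl3 plus clioquinol controls.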
# aSyn rescue: alpha-synuclein toxicity inhibition in yeast. Yeast expressing alpha-synuclein, growth rescue, BacTiter-Glo, 24 h. Potency, µM (highest dose often 46.1 µM), for inactives: at the top dose growth rescue (activation), actives largely listed as activators. 370,000 tested, 0.14% active; note: potency is the fitted concentration of half-maximal effect; % of control where 0% means no effect; nearly all actives have a fitted effect of over 65% in size
#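 Rescue of yeast growth: cells expressing toxic alpha-synuclein, induced in galactose at OD600 0.02, incubated with compound 24 h at 30 C. ATP luminescence quantified growth; inhibitors of toxicity appear as activators.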
# Numbers without * were called inactive; i = inactive; ? = inconclusive; / = no result given; [ ] = remark or other dose. Unless noted, calls come from the whole dose curve; as a rule, active = well fitted curve in the direction sought with a large enough effect; inconclusive = small, poorly fitted or top-dose-only effect, or another doubt; inactive = no such curve, though single readings can be large; an effect the other way counts as inactive or inconclusive. The list is partial; rates above refer to the full screens.
# Every second line gives: GLP-1R inv ag, HEK293 tox, MmCpn inh, TDP-43 yeast inh, PTHR1 agonist, Akt phos inh, FUS yeast rescue, Abeta rescue, aSyn rescue
COc1ccc(OCC(=O)NNC(=O)c2cccnc2)cc1
    10.3%, -4.3%, 0.8%, 6.9%, i, i, -3.7%, 16.5%, -0.5%
O=C(N/N=C/c1cccnc1)c1ccccc1OCc1cccc(Br)c1
    -15.8%[7.66 µM], -0.2%[7.66 µM], -1.1%, 17.6%[9.22 µM], i, i, 8.2%, -4.3%, 14.9%
O=C1CSC(c2cccnc2)N1Cc1ccc(Cl)cc1Cl (configuration not stated)
    ?, -12.5%, -0.4%, -1.8%, -12.5%, i, 15.7%, 12.2%, -1.1%
O=C(CN1C(=O)NC2(CCCCCC2)C1=O)NCc1ccco1
    -10.2%, 14.1%, 0.1%, -13.7%, i, i, -5.4%, 11.9%, 3.5%
COc1ccc(C(=O)NN/C(=N/S(=O)(=O)c2ccc(C)cc2)c2ccccc2)cc1
    27.8%, 9.2%, -7.5%, 22.9%, -21.9%, i, -6.3%, 9.2%, -0.1%
CN1C(=O)C(O)(CC(=O)/C=C/C=C/c2ccccc2)c2ccccc21 (configuration not stated)
    8.6%, 2.0%, -3.8%[15.4 µM], -6.6%, -30.6%[inhibitor], i, 1.9%, 4.7%, -1.8%
CCOc1ccc(N(C)S(=O)(=O)c2cc(-c3cnc(C)o3)ccc2OC)cc1
    -24.8%, -1.0%, /, ?, i, /, 38.0%, -14.5%, /
O=C(Nc1ccccc1)c1ccc(C(=O)Nc2ccccc2)nc1
    0.2%, 4.0%, -0.5%, -9.6%, i, i, 11.6%, 1.8%, -0.3%
CCN(CC)C(=O)c1c(C)nc2ccccn12
    0.1%, -2.8%, -1.2%, 0.0%, i, i, -13.5%, 17.6%, 5.8%
CCOC(=O)C1(C(=O)OCC)NC(=O)CC1CC (configuration not stated)
    -2.7%, 2.0%, /, 13.0%, i, i, -5.5%, -10.7%, 2.1%
COc1ccc(CCC(=O)NNC(=S)NCc2ccc(F)cc2)cc1
    ?, -1.4%, -4.1%, 17.2%, -31.4%[inhibitor], i, -34.2%, 9.1%, -0.2%
Cc1ccc([C@@H]2[C@@H]3C(=O)N(c4ccccc4)C(=O)[C@@H]3[C@]3(C)C(=O)N(CC4CC4)CC(=O)N23)o1
    3.9%, 22.7%, 1.3%, 8.2%, -13.8%, i, 1.6%, 1.4%, -1.1%
O=C1Nc2ccccc2C1=Nc1ccc(Br)cc1
    21.2%, 3.3%, 0.6%, -14.3%, i, i, -13.8%, -3.2%, -2.6%
CCc1ccccc1NC(=O)N1CCN(Cc2nc3ccc(C)cc3o2)CC1
    ?, -8.0%, /, 15.0%, i, /, 21.4%, -4.3%, /
Cc1ccc(OCC(=O)N2CCCCCCC2)cc1C
    ?, -1.2%, -0.1%, 2.5%, i, i, 20.8%, -3.2%, -0.9%
CCCSc1nnc(Cn2c(=O)sc3ccccc32)n1-c1ccccc1
    -19.7%, 0.8%, -6.6%, 11.1%, -5.9%, i, -4.7%, 6.4%, -0.3%
COc1ccc(C(=O)NC(C)c2ccc(-n3ccnc3)cc2)c(OC)c1OC (configuration not stated)
    28.4%, -3.2%, -7.1%, -2.8%, -17.0%, i, 11.2%, 8.1%, 0.1%
CC(C)Oc1cccc(C(=O)NC(=S)Nc2ccccc2)c1
    ?, ?, 1.7%, ?, -24.5%, i, 13.7%, 6.5%, -16.8%
CCN(CCC(=O)O)c1ccccc1
    12.0%, 7.9%, 1.0%, -7.0%, -3.8%[57.5 µM], i, 23.2%, -7.4%, 2.8%
CCC(c1nnnn1Cc1ccc2c(c1)OCO2)N1CCN(c2ccc(F)cc2)CC1 (configuration not stated)
    ?, -3.1%, 0.2%, ?, 19.3%, i, 9.1%, -1.1%, 11.2%
O=C(N/N=C\c1cccc(F)c1)c1ccc(Cn2cc(Br)c([N+](=O)[O-])n2)o1
    -1.5%, 30.0%[activator], -0.1%, 2.5%, -8.7%, i, 24.7%, -2.5%, 0.7%
CC(C)C[C@@H]1NC(=O)[C@H](Cc2ccc(O)cc2)NC(=O)c2cc([N+](=O)[O-])cc(I)c2NCCC[C@@H](C(N)=O)NC1=O
    2.7%, 1.7%, -6.6%, 8.6%, i, i, 31.4%, -17.2%, -2.7%
CC1CC2OC(=O)C3(C)CCCC(C)(C23)C1(O)CCc1ccoc1 (configuration not stated)
    ?, -5.2%, 1.2%, 19.1%, -9.1%, i, 18.1%, 12.0%, 15.5%
COc1ccc(OC)c2sc(N(Cc3cccnc3)C(=O)c3ccco3)nc12
    16.4%, 1.7%, /, 11.5%, -6.6%, /, 6.2%, -3.7%, /
Cc1ccc(CN2CCSc3ccc(C(=O)N4CCN(c5ccccc5)CC4)cc32)cc1
    12.9%, -0.3%, /, 20.4%, -7.1%, /, 19.8%, 10.9%, /
CCOC(=O)N1CCN(C(=O)CN(c2cc(C(F)(F)F)ccc2Cl)S(C)(=O)=O)CC1
    -12.3%, 6.8%, 0.9%, -3.0%, -20.9%[57.5 µM], i, -0.1%, 16.8%, 1.9%
OCCN1CCN(c2ncnc3c2ncn3[C@H]2CN(Cc3cccc(C(F)(F)F)c3)C[C@@H](CO)O2)CC1
    22.2%, 0.2%, /, 16.6%, -21.9%, i, -2.3%, 2.8%, -4.4%
Cc1cc(C)n(CC(O)Cn2c3ccccc3c3ccccc32)n1 (configuration not stated)
    10µM*, 0.5%, ?, ?, -16.5%[57.5 µM], i, 34.6%, 19.7%, 11.0%
Cc1ccc(C(=O)CCCn2nnc(-c3cccnc3)n2)cc1C
    -27.7%, -12.0%, -0.1%, ?, -3.8%, i, -15.0%, -12.8%, 11.6%
Cc1oc(-c2ccc(Cl)cc2)nc1CN1CCCC(C(=O)NC2CC2)C1 (configuration not stated)
    -70.4%, -0.2%, -24.2%, 24.8%, i, i, 18.0%, 9.6%, 6.0%
CCNC(=S)NNC(=O)c1csc(C(C)C)c1
    7.8%, -7.0%, 0.2%, 20.2%, i, i, 14.3%, 2.7%, -8.6%
CC/C(=N\Nc1nncc2ccccc12)c1ccc(F)cc1
    -15.0%, -8.3%, 2.5%, -5.8%, -15.2%, i, 19.0%, 3.7%, -1.2%
COc1ccc(N2CC(C)(C)[C@H](CC(=O)Nc3ccc(Br)cc3)C2=O)cc1
    ?, 0.7%, /, ?, i, i, -12.4%, -4.9%, 9.1%
CC1CCCC(NC(=O)COC(=O)c2cc(S(=O)(=O)N3CCOCC3)ccc2F)C1C (configuration not stated)
    12.1%, 4.0%, 4.5%, 11.6%, -14.4%, i, -4.8%, -16.1%, 0.5%
O=c1sc2ccccc2c(N2CCCCC2)c1[N+](=O)[O-]
    9.0%, -4.4%, -4.7%, 12.3%, -6.0%, i, -30.0%, 0.3%, 2.5%
COc1ccccc1-c1ccc(SCc2ccccc2F)nn1
    ?, -0.6%, 1.6%, -5.2%, -32.4%[inhibitor], i, 16.4%, 15.7%, 10.4%
Cc1ccc[n+](CC(=O)Nc2ccc(C)c(C)c2)c1
    7.8%, -9.7%, 2.8%, 19.6%, -24.8%, i, -46.8%[inhibitor], 1.7%, 2.9%
CCC(CO)NCc1cc(OC)c(OCC(=O)NCCc2ccccc2)cc1Br (configuration not stated)
    12.7%, 0.1%, 1.1%, 20.9%, -8.3%, i, 9.6%, -5.4%, 0.8%
O=C(NCc1ccccc1)N1CCCC1
    3.6%, 2.2%, 0.6%, 6.4%, -12.4%, i, -30.7%, -4.5%, -7.1%
COCCNC(=O)CN(c1cc(Cl)ccc1OC)S(C)(=O)=O
    0.0%, 0.4%, -0.6%, -3.1%, i, i, -12.7%, 11.7%, -0.1%
Cc1ccc(S(=O)(=O)Nc2ccc3c(c2)n(C)c(=O)n3C)c(C)c1
    48.3%[activator], 0.8%, -0.1%, -10.7%, -9.2%, i, 0.3%, -16.9%, 1.1%
CCc1ccccc1NC(=O)Cn1c(=O)n(Cc2ccc3c(c2)OCO3)c(=O)c2ccc(C(=O)NC3CCCCC3)cc21
    15.1%, 2.3%, /, -9.1%, -12.8%, /, 15.2%, -4.2%, 0.1%
COc1ccccc1Nc1nc(N)nc(CSc2nncn2C)n1
    -7.8%, 9.4%, 2.1%, -25.5%, 1.5%, i, 26.5%, -0.3%, -4.0%
O=C(CN1C(=O)NC2(CCc3ccccc32)C1=O)Nc1ccccc1C(F)(F)F (configuration not stated)
    -5.2%, 6.5%, -1.8%, -9.0%, 3.0%, i, -13.5%, 2.5%, -2.8%
Cc1ccc(C(=O)Nc2cccc(-c3ccc(N4CCOCC4)nn3)c2)cc1[N+](=O)[O-]
    1.1%, -0.8%, -0.7%, 4.9%, -22.0%, i, 10.2%, 4.4%, 2.5%
COc1cccc(C(=O)Nc2ccc(C(=O)c3ccccc3)cc2)c1
    ?, 5.8%, 2.5%, ?, -27.4%, i, 22.5%, -10.4%, -4.6%
Cc1ccnc(SCC(=O)c2cccs2)n1
    -15.0%, -4.1%, -0.9%, -6.6%[1.82 µM], i, i, 10.6%, 0.9%, -3.5%
Cc1ccc(C(=O)N2c3ccccc3Sc3ccccc32)cc1
    -28.6%, -14.1%, /, 17.1%, i, i, -23.8%, -21.8%, -5.2%
CCOCc1nc(C)c(Cl)c(NS(=O)(=O)c2ccc(N)cc2)n1
    4.0%, -1.4%, 0.0%, -6.9%, i, i, 7.3%, -12.3%, 0.1%
CCCOC(=O)CC1C(=O)NCCN1Cc1ccc(F)cc1 (configuration not stated)
    -5.3%, 3.2%, 0.1%, 17.4%, i, i, -13.3%, 0.0%, 0.2%

# Compound activity as filed in PubChem.
